Screening results from PubChem.
SIRT5 inh – blocks human SIRT5 desuccinylation of peptide | inhibition, % at 15 µM | 330,000 compounds, 1.1% hits | Purified SirT5, succinyl-peptide AMC, trypsin-coupled fluorescence | Q9NXA8; in the data active = inhibition above about 15%; inconclusive = no clear call, values can overlap the other calls
Target sequence (Q9NXA8 whole entry, looked up): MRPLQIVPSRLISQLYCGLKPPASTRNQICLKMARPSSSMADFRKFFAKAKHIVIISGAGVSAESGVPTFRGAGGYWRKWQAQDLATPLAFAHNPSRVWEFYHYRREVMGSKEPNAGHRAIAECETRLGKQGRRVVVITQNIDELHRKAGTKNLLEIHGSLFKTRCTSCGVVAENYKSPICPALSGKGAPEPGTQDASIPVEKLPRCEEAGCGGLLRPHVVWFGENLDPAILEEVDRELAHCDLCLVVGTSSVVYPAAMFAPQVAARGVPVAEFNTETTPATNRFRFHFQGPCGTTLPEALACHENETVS
miR-122 sensor – inhibitors of miR-122 in Huh7 cells | 340,000 compounds, 0.3% hits | activation (reporter increase), % at 12.5 µM | Huh7 miR-122 Renilla luciferase sensor, 48 h; neutral wells = 0, positive control = 100;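 active = mean replicate activation score at least 90 and every replicate individually at or above 90; inconclusive = only one of the two criteria met; inactive = neither criterion met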;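 also: higher luciferase means less miR-122 activity so hits act as miR-122 inhibitors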
Cneo AK release – causes C. neoformans cell lysis | lysis activity, % at 15 µM | 360,000 compounds, 0.2% hits | adenylate kinase release luminescence, 4 h; normalised: neutral wells 0, clomiphene wells 100;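 active = mean lysis activity across replicates of at least 80%, whatever share of replicates individually reach that level; inactive = mean lysis activity below 80%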
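Assay system: C. neoformans cells. Amount: yeast cell density of 5 × 10^6 cells/mL. Technique: AK luminescence. Buffer or medium: YPD. Times: static 4 h at 37 °C with compound, 1 h detection. Dosing: single-point compound dose. Read-out: lysis from increased AK signal.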
ERp5 inh – blocks human ERp5 reductase activity on insulin; Q15084; ERp5 insulin aggregation, absorbance 650 nm, 90 min; inhibition, % at 9.99 µM; 350,000 compounds, 0.05% hits; AID 651711;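 active = mean replicate inhibition above about 25%, with every replicate also reaching it, limit read from the data, passing the limit was not always enough; inconclusive = only one of those two criteria met; inactive = neither criterion met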
Target sequence (Q15084 whole entry, looked up): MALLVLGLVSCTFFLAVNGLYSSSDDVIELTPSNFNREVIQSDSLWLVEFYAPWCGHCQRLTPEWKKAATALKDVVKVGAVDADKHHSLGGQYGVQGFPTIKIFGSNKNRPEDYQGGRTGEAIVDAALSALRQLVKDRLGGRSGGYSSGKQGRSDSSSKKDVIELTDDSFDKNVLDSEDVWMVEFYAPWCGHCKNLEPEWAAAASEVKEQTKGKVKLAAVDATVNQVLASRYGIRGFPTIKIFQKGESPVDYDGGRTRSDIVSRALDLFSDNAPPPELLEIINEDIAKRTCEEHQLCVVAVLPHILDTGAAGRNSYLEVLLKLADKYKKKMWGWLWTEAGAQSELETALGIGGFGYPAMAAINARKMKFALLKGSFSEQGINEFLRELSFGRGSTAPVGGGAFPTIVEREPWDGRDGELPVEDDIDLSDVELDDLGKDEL
ARNT-TACC3 inh – ARNT/TACC3 interaction disruption. AlphaScreen His-ARNT PAS-B/GST-TACC3 binding, luminescence; TACC3 fragment carries E629A point mutation. inhibition, % at 9.99 µM. 390,000 compounds, 0.66% hits;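 active = mean inhibition of replicates at least 50% and at least half of replicates each reaching 50%; inconclusive = half or more replicates reach 50% but mean below 50%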;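 also: 0% = complete ARNT plus TACC3 wells and 100% = ARNT alone without TACC3; many hits fall short of the cut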
C2C12 statin – suppressors of simvastatin-induced myotoxicity in C2C12 myotubes; rescue of ATP level, % at 7.49 µM; ATP luminescence, 48 h; scaled: DMSO 0, geranylgeraniol control 100; AID 602340; 330,000 compounds, 0.78% hits;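 active = mean ATP rescue above about 67%, or every replicate alone reaching that limit, limit read from the data, passing the limit was not always enough; inconclusive = no clear call, values can overlap the other calls; inactive = mean under the limit and some replicate under it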;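 also: myotubes were challenged with 10 µM simvastatin during compound exposure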
esBAF inh – blocks esBAF chromatin remodeling in mouse ES cells | AID 602393 | reporter increase, % at 12.5 µM | Bmi1-luciferase knock-in reporter, 24 h; 100% = twice the neutral-well signal | 350,000 compounds, 2% hits; in the data active = activation above about 40%; inconclusive = no clear call, values can overlap the other calls;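 also: 0% = median of the plate's neutral control wells and 100% = double that signal; a rise in the Bmi1 reporter signal indicates esBAF inhibition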
Starred values were filed as active, the others as inactive; u = inconclusive; x = not tested or not shown; [ ] = dose if it differs, or a comment.

SMILES	SIRT5 inh	miR-122 sensor	Cneo AK release	ERp5 inh	ARNT-TACC3 inh	C2C12 statin	esBAF inh
CO[C@H]1CN(C)C(=O)c2ccc(NS(=O)(=O)c3cn(C)cn3)cc2OC[C@@H](C)N(Cc2cccc(F)c2)C[C@H]1C	1	-4[16.7 µM]	52	-4	0	10	-2
CCSc1nnc(Cn2c(=O)sc3ccccc32)n1-c1ccccc1C	x	1	1	-5	-4	11	1
CCOc1ccc(S(=O)(=O)Nc2nccs2)cc1	x	2	0	x	-8	-6	3
CCc1cc2c(=O)[nH]c(CC(N)=O)nc2s1	x	-8	-24	3	-2	6	4
COCCN(C(=O)CCC(=O)Nc1ccccn1)C(C(=O)NC(C)C)c1ccc(Cl)cc1 (stereo not drawn)	0	2	41	-3	x	-2	-7
COCCOC(=O)N1C(=O)[C@@]2(c3cc(C#CC4=CCCCC4)ccc31)[C@H](c1ccc(OCCO)cc1)N1[C@H](c3ccccc3)[C@H](c3ccccc3)OC(=O)[C@H]1[C@@H]2C(=O)N1CCc2cc(OC)c(OC)cc2C1	0	x	5	-2	21	x	x
CC(C)c1ccc(NC2CCCN(C(=O)c3cnn(C(C)C)c3)C2)cc1 (stereo not drawn)	-4	x	-1	-2	-3	x	x
Cc1nnc(SCC(=O)Nc2ccc(N(C)C)cc2)n(N)c1=O	-1	x	1	-2	18	x	x
Cn1c(=O)c2nnn(/N=C(\c3ccccc3)C3CC3)c2n(C)c1=O	x	x	3	x	1	-1	-2
CCCNC(=O)C1CN(C(=O)c2nn(Cc3ccccc3)c(=O)c3ccccc23)c2ccccc2O1 (stereo not drawn)	7	-4	1	-3	10	5	-9
Cc1ccccc1OCC(=O)OCC(=O)NCc1ccccc1Cl	-1	5	0	1	-4	-6	-7
C#CCOC(=O)Nc1cccn(Cc2c(Cl)cccc2Cl)c1=O	x	26	2	x	3	-22	25
COc1ccccc1C(=O)NCC(=O)Nc1ccccc1	x	4	-3	x	x	4	10
CCCNC(=O)N1C[C@H]2[C@@H](c3ccccc31)[C@@H](CO)N2Cc1cccc(OC)c1	9	21[16.7 µM]	-2	5	1	12	4
COc1cccc(NC(=S)/C(=C(\[O-])c2ccc(OC(F)F)cc2)[n+]2ccccc2)c1	-5	26	x	-1	x	x	x
CC(OC(=O)C1=Cc2ccccc2OC1)C(=O)NC1CCCC1 (stereo not drawn)	2	-5	x	3	-5	3	6
O=C(O)C1C2CCC(O2)C1C(=O)NCc1ccncc1 (stereo not drawn)	x	-7	-11	x	-3	x	-2
CCc1ccccc1NC(=O)CC(c1ccc(OC)cc1)n1cccc1 (stereo not drawn)	x	1	1	5	-5	4	-4
COc1ccc(Nc2nnc(SCC3CCCO3)s2)cc1 (stereo not drawn)	3	-1	x	3	8	x	x
COc1cc2nc(CSc3nc(-c4ccc(F)cc4)cs3)[nH]c(=O)c2cc1OC	x	-8	1	x	x	-4	-5
CC(NC(=O)c1ccco1)C(=O)N1CCN(c2ccccc2)CC1 (stereo not drawn)	5	2	0	0	-2	5	1
Cc1ccccc1NS(=O)(=O)c1ccc2c(c1)NC(=O)CO2	-1	5	x	4	-3	x	x
Nc1cc(=O)[nH]c(SCC(=O)N2CCCC2)n1	-1	-1	-1	0	8	-4	-11
Nn1c(SCC(=O)Nc2cccnc2Cl)nnc1-c1ccccc1	x	-9	-1	x	3	11	7
O=C(CCc1nnc(C2CCCCC2)o1)N1CCN(c2ccccc2F)CC1	-1	x	x	-1	-13	x	x

Going on with the list:
SMILES	SIRT5 inh	miR-122 sensor	Cneo AK release	ERp5 inh	ARNT-TACC3 inh	C2C12 statin	esBAF inh
CN(C)CCCNC(=O)C[C@@H]1CC[C@@H]2[C@H](COc3ccc(NC(=O)C4CCC4)cc3C(=O)N2C)O1	-2	17[16.7 µM]	0	12	-5	-1	5
Cc1ccccc1CS(=O)(=O)CCC(=O)NCCCN1CCN(c2ccccc2F)CC1	-2	x	2	-1	1	-4	10
CC(=NNS(=O)(=O)c1ccc([N+](=O)[O-])cc1)c1ccc(C)cc1	3	-1	x	10	0	11	1
O=C1CC(c2ccc(S(=O)(=O)N3CCN(c4ccccc4)CC3)cc2)CN1 (stereo not drawn)	x	-3	2	x	-3	-14	-9
C[C@@H]1CCCCO[C@H](CN(C)S(=O)(=O)c2cccs2)[C@H](C)CN([C@H](C)CO)C(=O)c2cc(NS(=O)(=O)c3ccc(F)cc3)ccc2O1	4	-10[16.7 µM]	-3	1	-6	x	-1
COCCN1Cc2cc3cc(C)ccc3nc2SC1=Nc1cccc(OC)c1	x	17	x	4	0	-11	49*
CCCCCc1ccc(S(=O)(=O)NCCc2ccncc2)cc1	x	2	-2	x	-4	28	7
Cc1ccc(S(=O)(=O)N(C)C[C@@H]2OCCCC[C@@H](C)Oc3ccc(NC(=O)NC4CCCCC4)cc3C(=O)N([C@@H](C)CO)C[C@@H]2C)cc1	15*	-2[16.7 µM]	-3	-2	13	x	13
CCOc1ccc(CN(CC)C(=O)Cc2c[nH]c3ccccc23)cc1OC	4	-3	-6	1	3	39	5
Nc1cc(C(=O)N/N=C/c2cccc([N+](=O)[O-])c2)n[nH]c1=O	1	1	7	2	-10	x	x
O=C(C[C@H]1C[C@H](C(=O)N2CCCCC2)[C@@]2(CCc3ccccc3)c3[nH]c4cc(-c5ccco5)ccc4c3CCN2C1=O)NCCN1CCOCC1	-5	1	1	0	4	-9	13
Cc1ccc2oc3nc(C)c(C(=O)O)cc3c(=O)c2c1	x	-6	-1	x	-1	x	x
OC[C@H]1[C@@H](c2ccc(-c3cccnc3)cc2)[C@H]2CN(CC3CC3)CCCCN21	1	1[16.7 µM]	-2	-6	1	6	0
CCSc1nc(C)c(C)c(=O)[nH]1	-3	x	-1	0	2	6	-1
C[C@@H]1CN([C@@H](C)CO)C(=O)Cc2cc(NS(=O)(=O)c3ccc(F)cc3)ccc2O[C@H]1CN(C)S(C)(=O)=O	1	3[16.7 µM]	0	0	-2	9	4
COc1ccc(S(=O)(=O)Nc2ccc3c(c2)CC(=O)N([C@H](C)CO)C[C@H](C)[C@@H](CN(C)C(=O)Nc2ccc4c(c2)OCO4)O3)cc1	4	9[16.7 µM]	-1	-3	-13	-7	3
CCOC1CC(C)(C)NC(=S)N1 (stereo not drawn)	x	-3	9	x	-19	-13	-6
CCc1nc2c(OCC(=O)C(C)(C)C)cccn2c1N(C)C(=O)c1ccccc1F	-1	-4	-1	1	x	6	3
COc1ccc(CNC(=O)C[C@@H]2C=C[C@@H](NS(=O)(=O)c3cccc(OC)c3)[C@H](CO)O2)cc1	3	x	-3	-2	-5	-4	8
CC(C)(C)OC(=O)[C@H](Cc1ccccc1)NC(=O)c1nc[nH]c1C(=O)NCCCCCN	-1	-8	-1	2	-1	-3	-1
C[C@@H]1CN([C@@H](C)CO)C(=O)Cc2cc(NC(=O)CCCCCC(=O)Nc3ccccc3N)ccc2O[C@@H]1CN(C)S(=O)(=O)c1ccc(F)cc1	-3	0[16.7 µM]	-2	8	x	29	-3
Cc1noc(C)c1C(=O)N(CC(=O)Nc1ccc(Cl)c(C(F)(F)F)c1)Cc1ccco1	0	5	1	-10	4	-8	-1
Oc1ccccc1C1NN=C(c2ccccc2)S1 (stereo not drawn)	-7	14	-6	3	-3	1	1
CNC[C@H]1Oc2cc(C#CC(C)C)ccc2S(=O)(=O)N([C@@H](C)CO)C[C@H]1C	-1	14[16.7 µM]	1	0	4	-12	-2
Oc1ccc(Br)cc1CNc1cccc2cccnc12	-2	x	-2	1	49*	83*	-2

(more compounds)
SMILES	SIRT5 inh	miR-122 sensor	Cneo AK release	ERp5 inh	ARNT-TACC3 inh	C2C12 statin	esBAF inh
CCOC(=O)CNC(=O)c1cccnc1Oc1ccc(Cl)cc1	-3	-1	0	4	-3	5	7
COc1ccc(CCNC(=O)CC(c2ccccc2)c2cc(C)ccc2O)cc1OC (stereo not drawn)	x	-7	0	x	1	34	-1
CCc1ccc(OCC(=O)NNC(=O)Cc2c(F)cccc2Cl)cc1	0	x	1	-2	-2	x	x
COc1ccc2c(Cl)c(C(=O)NN)sc2c1	x	0	0	-2	-3	13	-9
O=S(=O)(Nc1ccc(-n2cccc2)cc1)c1ccc(Cl)c(Cl)c1	5	-2	x	3	-1	18	1
COc1cc(/C=N/NC(=O)Cc2ccc(Br)cc2)cc(OC)c1O	-2	-4	-2	-7	-16	u	-6
CCCc1cc(=O)n2[nH]c(C)cc2n1	x	-6	-2	x	29	-6	-1
CC1(C(=O)Nc2cccc3cccnc23)CCN1C(=O)CC1CC1 (stereo not drawn)	3	5	-1	8	x	9	-10
COCC(C)n1c(C)cc(C(=O)COC(=O)c2ccc3ncsc3c2)c1C (stereo not drawn)	x	5	-4	x	0	14	4
COc1ccc(NC(=O)CN(C)C(=O)c2cc3c(s2)CCC3)cc1	x	x	7	x	-1	15	3
COc1ccc(CC(=O)NCC2CCCN(Cc3ccccc3Cl)C2)cc1 (stereo not drawn)	17*	-6	0	2	6	14	0
Nc1ccc(N2CCOCC2)c2nonc12	-6	-3	-2	22	29	-2	4
COc1ccc(CCNC(=O)C2CCN(S(=O)(=O)c3ccc(C)cc3)CC2)cc1	-3	x	-1	-1	-6	-2	4
O=C(NCC1CC1)[C@@H]1[C@@H](CO)[C@@H]2Cn3c(ccc(C4=CCCC4)c3=O)[C@@H]2N1C(=O)C1CC1	-7	2[16.7 µM]	32	-6	0	15	1
COCCNC(=O)CCCn1c(=O)c2cc(OC)c(OC)cc2n(CC(=O)Nc2ccc(C)c(F)c2)c1=O	0	2	x	-2	-3	-5	5
CSCCC(c1nnnn1C(C)(C)C)N1CCN(C/C=C/c2ccccc2)CC1 (stereo not drawn)	5	1	-3	-3	x	1	4
CCN(CC)C(=S)SCC(=O)Nc1cccc(C(F)(F)F)c1	x	6	2	x	3	0	-2
COc1ccc(CCNC(=O)CCCn2c(=S)[nH]c3ccsc3c2=O)cc1OC	x	-2	-1	2	x	3	-2
CC1=CC(=C2N=C(c3ccccc3)OC2=O)C=C(C)O1	9	-6	x	4	-2	-11	64*
COCC#Cc1cnc2c(c1)C(=O)N([C@@H](C)CO)C[C@@H](C)[C@@H](CN(C)C(=O)c1cccnc1)O2	-1	-2[16.7 µM]	-1	-3	4	-1	3
CCC(=O)c1ccc(OCC(=O)OCC(=O)NCC2CCCCC2)cc1	3	1	x	-6	-2	9	3
CO[C@H]1CN(C)C(=O)c2cccc(C#N)c2OC[C@@H]2O[C@@H](CC[C@H]2OC)CCN(C)C(=O)[C@@H]1C	-1	x	3	2	-2	2	-3
C[C@H](CO)N1C[C@H](C)[C@@H](CN(C)C(=O)Cc2ccccc2)Oc2ncc(-c3ccccc3)cc2C1=O	-3	10[16.7 µM]	0	-3	-2	23	-2
O=C(NCN1C(=O)C2C3C=CC(C3)C2C1=O)Nc1ccccn1 (stereo not drawn)	x	-6	-1	x	-1	14	-7
COc1cc(N2CCCC2)ccc1C=O	6	x	x	-1	3	x	x
O=C1c2ccccc2C(Nc2ccc3c(c2)OCCO3)N1Cc1ccccc1 (stereo not drawn)	x	x	0	x	14	6	-5

Profiles as entered above. Values in the order: SIRT5 inh, miR-122 sensor, Cneo AK release, ERp5 inh, ARNT-TACC3 inh, C2C12 statin, esBAF inh
O=S(=O)(Nc1ccc(-n2cccc2)cc1)c1ccc(Cl)c(Cl)c1 is listed as 5, -2, x, 3, -1, 18, 1
COc1ccc(CC(=O)NCC2CCCN(Cc3ccccc3Cl)C2)cc1 (stereo not drawn) is listed as 17*, -6, 0, 2, 6, 14, 0
CCN(CC)C(=S)SCC(=O)Nc1cccc(C(F)(F)F)c1 is listed as x, 6, 2, x, 3, 0, -2
COc1ccc(CCNC(=O)CCCn2c(=S)[nH]c3ccsc3c2=O)cc1OC is listed as x, -2, -1, 2, x, 3, -2
COc1ccc2c(Cl)c(C(=O)NN)sc2c1 is listed as x, 0, 0, -2, -3, 13, -9
